# ERG-DNA inh = qHTS for Small Molecule Inhibitors of the ERG Ets/DNA interaction; Transcriptional regulator ERG (Homo sapiens), P11308; AID 624246, 2012; Potency, µM (top dose mostly 76.9 µM), for inactives: top-dose FP activity, negative = inhibition, usual class: inhibitors; fluorescence polarization, His-ERG Ets domain / labelled DNA; 0.028% of 370,000 active; active = well fitted inhibition curve with a large enough effect in the polarisation, with a control signal flat; inconclusive = small, poorly fitted or top-dose-only effect, or effect the other way, or a change in a side signal; inactive = no such curve, though single readings can be large or run the other way; the % refers to the polarisation;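 note: polarization taken with two DNA probes labelled with fluorescein and Texas red; potency is the fitted concentration of half-maximal effect; % of control where 0% means no effect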
# Target sequence (P11308 whole entry, looked up, the tested form may be a part): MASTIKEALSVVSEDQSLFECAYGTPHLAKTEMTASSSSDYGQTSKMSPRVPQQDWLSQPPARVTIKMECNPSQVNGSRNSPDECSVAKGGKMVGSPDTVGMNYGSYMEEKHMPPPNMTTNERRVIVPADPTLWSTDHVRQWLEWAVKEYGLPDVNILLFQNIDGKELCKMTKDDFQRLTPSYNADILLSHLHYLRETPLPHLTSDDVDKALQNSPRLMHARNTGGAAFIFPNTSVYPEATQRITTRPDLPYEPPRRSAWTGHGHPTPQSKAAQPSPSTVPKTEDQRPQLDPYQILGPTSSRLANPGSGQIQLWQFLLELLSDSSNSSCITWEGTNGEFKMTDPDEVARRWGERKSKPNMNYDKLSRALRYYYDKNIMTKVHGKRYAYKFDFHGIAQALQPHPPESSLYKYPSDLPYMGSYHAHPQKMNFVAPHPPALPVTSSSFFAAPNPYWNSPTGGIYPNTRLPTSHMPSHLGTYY
#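 His-tagged ERG Ets domain (1 uM in the protein solution; 300mM KCl, 50mM Tris-HCl, 1mM EDTA, 1mM DTT, pH 7.5) received compound, then a probe mix of 5 nM fluorescein-DNA and 100nM Texas-615-DNA. Fluorescence polarization was read for both dyes.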
# RGS4 inh = Inhibitors of Regulator of G Protein Signaling (RGS) 4: qHTS; Transcreener GDP fluorescence polarization, RGS4-accelerated GTP hydrolysis; Potency, µM (titrated, usually from 114 µM), inactives show at the highest dose activity change, negative = inhibition, actives largely listed as inhibitors; 0.039% of 390,000 active; AID 504845, 2011; note: potency is the fitted concentration of half-maximal effect; % is set by controls: 0 for no effect and ±100 for the full control effect; nearly all actives have a fitted effect of over 75% in size; some results filed as inactive show a strong effect at the top dose
# Target sequence (P49798 whole entry, looked up): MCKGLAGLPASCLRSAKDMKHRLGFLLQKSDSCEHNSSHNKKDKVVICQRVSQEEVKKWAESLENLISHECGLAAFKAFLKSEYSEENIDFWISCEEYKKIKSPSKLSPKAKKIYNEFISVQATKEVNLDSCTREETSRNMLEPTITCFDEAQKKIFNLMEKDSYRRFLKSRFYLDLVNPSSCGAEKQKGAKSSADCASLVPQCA
#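 MLSMR compounds (23 nl, pin-transferred) preincubated 10 min at room temperature with a 500nM (2x) first reagent, then RGS4 at 900nM (2x) plus Transcreener GDP mix added; fluorescence polarization (620/688 nm) read before and after 90 min at 30 °C.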
# ALOX12 inh = Primary qHTS assay for inhibitors of human arachidonate 12S-lipoxygenase (ALOX12): Round 2. Polyunsaturated fatty acid lipoxygenase ALOX12 (Homo sapiens), P18054. purified 12hLO, xylenol orange hydroperoxide absorbance. Potency, µM (doses to about 108 µM), for the others: at the top dose activity change, negative = inhibition, most hits filed as inhibitors. 1.1% of 580,000 active. AID 1671190, 2021; note: potency is the fitted concentration of half-maximal effect; % is set by controls: 0 for no effect and ±100 for the full control effect
#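 Purified human 12hLO at 150 nM in 25 mM Hepes, 0.01% Triton X-100, pH 7.0, preincubated 15 min at room temperature with compound. Reaction started with 40 uM arachidonic acid, 30 min at room temperature. Hydroperoxide measured by Fe-xylenol orange, 573/405 nm absorbance ratio.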
# POLH inh = qHTS for Inhibitors of Polymerase Eta. recombinant Pol eta, fluorescent DNA replication assay. Potency, µM (titrated, usually from 114 µM), inactives show top-dose activity change, negative = inhibition, actives largely listed as inhibitors. 1.2% of 390,000 active; note: potency is the fitted concentration of half-maximal effect; % is set by controls: 0 for no effect and ±100 for the full control effect
#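 Fluorescent replication assay: 50 nM final substrate added after a 15 min room-temperature compound preincubation with 10 nM enzyme. Signal taken at 0 min and again at 10 min.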
# Apoferritin bind = qHTS Assay for Identification of Novel General Anesthetics; Ferritin light chain (Equus caballus), P02791; apoferritin/1-aminoanthracene competitive binding, fluorescence; Potency, µM (doses to about 77.5 µM), without a hit: top-dose activity change, negative = displacement, hits mostly inhibitors; 0.074% of 350,000 active; AID 485281, 2010; note: potency is the fitted concentration of half-maximal effect; % is set by controls: 0 for no effect and ±100 for the full control effect; nearly all actives have a fitted effect of over 20% in size
# Target sequence (P02791 2-175 limits assumed): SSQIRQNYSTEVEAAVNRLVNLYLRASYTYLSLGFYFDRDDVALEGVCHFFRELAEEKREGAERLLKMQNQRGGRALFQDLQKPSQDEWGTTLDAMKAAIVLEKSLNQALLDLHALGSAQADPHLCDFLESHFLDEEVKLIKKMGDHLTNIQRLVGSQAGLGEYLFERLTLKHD
#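 10 uM apoferritin + 50% sat. 1-AMA, PBS; cpd 10 min RT; Ex380/Em535 endpoint; normalized to free probe vs complex; 4-param Hill fit; propofol titration as pos. ctrl.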
# POLK inh = qHTS for Inhibitors of Polymerase Kappa; DNA polymerase kappa (Homo sapiens), Q9UBT6; purified Pol kappa, fluorescent DNA synthesis assay, 10 min; Potency, µM (highest dose often 107 µM), for inactives: at the top dose activity, negative = inhibition, hits mostly inhibitors; 0.53% of 400,000 active; AID 588579, 2011; note: potency is the fitted concentration of half-maximal effect; % is set by controls: 0 for no effect and ±100 for the full control effect
#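 Activity was followed as the change in fluorescence between reads at 0 and 10 min after starting the reaction with 50 nM substrate. Beforehand, 10 nM polymerase had been preincubated with compound for 15 min at room temperature.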
# APEX1 inh = qHTS Assay for Inhibitors of the Human Apurinic/apyrimidinic Endonuclease 1 (APE1); 0.35% of 350,000 active; recombinant APE1, TAMRA/BHQ-2 abasic DNA cleavage fluorescence; Potency, µM (series often up to 65.8 µM), inactives show at the highest dose activity change, negative = inhibition, most hits filed as inhibitors; DNA repair nuclease/redox regulator APEX1 (Homo sapiens), P27695; AID 2517, 2012;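 note: potency is the fitted concentration of half-maximal effect; plate controls were vehicle for no effect and reference inhibitor for full effect; nearly all actives have a fitted effect of over 55% in size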
#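 Readout is kinetic fluorescence (ex 525, em 598 nm) from cleavage of 50 nM TAMRA/BHQ-2 THF abasic duplex by 0.75 nM APE1, compound added 15 min beforehand at RT.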
# LDHA inh = qHTS assay for inhibitors of human lactate dehydrogenase. activity change, % (values are at about 110 or 230 µM). L-lactate dehydrogenase A chain (Homo sapiens), P00338. AID 1347041, 2019. 0.15% of 480,000 active. purified LDHA, NADH/diaphorase-resazurin fluorescence; active compounds read low; in the data active = activity change below about -30%; inconclusive = mostly about -25% to -30%;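 note: plate controls were DMSO wells for no effect and wells without enzyme for full effect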
#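 Resorufin fluorescence (ex540/em590), read at 0 and 20 min after diaphorase/resazurin addition, reports the NADH left after a 5 min room-temperature reaction of 2 nM human LDH5 with 0.06 mM NADH and 0.2 mM pyruvate.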
# POLB inh = qHTS Assay for Inhibitors of DNA Polymerase Beta | Pol beta primer extension/strand displacement, fluorescence kinetic | P06746 | AID 485314, 2010 | 1.3% of 340,000 active | Potency, µM (highest dose often 114 µM), without a hit: at the top dose activity change, negative = inhibition, usual class: inhibitors; note: potency is the fitted concentration of half-maximal effect; % is set by controls: 0 for no effect and ±100 for the full control effect
#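 Human Pol beta at 10 nM; strand-displacement substrate 50 nM final. Compound exposure 15 min at room temperature before start, reaction 10 min at room temperature.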
# * = called active by the depositor; ? = inconclusive; . = not tested or not shown; [ ] = another dose, or the depositor's remark. Unless noted, calls come from the whole dose curve; as a rule, active = well fitted curve in the direction sought with a large enough effect; inconclusive = small, poorly fitted or top-dose-only effect, or another doubt; inactive = no such curve, though single readings can be large; an effect the other way counts as inactive or inconclusive. The list is partial, so the mix of outcomes need not match the whole.
No.	molecule	ERG-DNA inh	RGS4 inh	ALOX12 inh	POLH inh	Apoferritin bind	POLK inh	APEX1 inh	LDHA inh	POLB inh
1	CC(CC(=O)N(C)C1CCCCC1)S(=O)(=O)c1ccc2c(c1)NC(=O)CO2 (centres undefined)	-20%	11%[56.9 µM]	1%	-8%	5%	5%	40%	-2	0%
2	CCCOc1ccc(-c2nnc(-c3ccncc3)o2)cc1	6%	-26%	-5%	-14%	-8%	1%	0%	5	-1%
3	CC1(c2ccccc2Br)NC(=O)N(CC(=O)NC2CCCCC2)C1=O (centres undefined)	8%	31%	8%	-9%	.	-1%	19%	-2	.
4	O=C(Nc1ccc(OC(F)(F)F)cc1)c1ccccc1-n1cnnn1	-12%	11%	0%	-19%	.	-11%	-9%	-4	.
5	COc1ccc(Cl)cc1S(=O)(=O)N(C)CC(=O)N1CCCC1	-6%	-8%	12%	-14%	-7%	-1%	10%	-2	17%
6	COc1ccccc1OCc1ccc(C(=O)Nc2ccccc2)cc1	6%	-30%	177%[activator]	-15%	.	2%	1%	-1	.
7	CC(=O)NC(Cc1ccc(C)cc1)C(=O)NC1CCN(S(=O)(=O)c2ccccc2)CC1 (centres undefined)	-12%	-12%	-17%	-12%	3%	1%	27%	-2	-2%
8	CCN(CC)CP(=O)(c1ccccc1)c1ccccc1	-2%	10%	0%	-8%	-10%	3%	-1%	0	33%
9	N#Cc1ccc(C23OCCN2CCn2c3c3ccccc3[n+]2[O-])cc1 (centres undefined)	-6%	9%	-8%	-5%	.	1%	2%	2	.
10	CCOC(=O)N1CCN(C(=O)c2cccn3c(=O)c4cc(Cl)ccc4nc23)CC1	-3%	-2%	-5%	-8%	1%	-2%	18%	-5	30%
11	O=C1c2ccccc2-c2c1c1ccccc1c(=O)n2-c1ccccc1	.	-28%	13%	-11%	.	-2%	.	1	.
12	Cc1cccc2c(=O)c(C(=O)NCCc3ccccc3)c[nH]c12	10%	-9%	5%	3%	-4%	-8%	30%	1	?
13	CCn1c(NC(=O)c2ccc(COc3ccc(C)cc3[N+](=O)[O-])o2)nc2ccccc21	9%	-11%	4%	-14%	-14%	-3%	5%	5	4%
14	COc1ccc(C(=O)OCC(=O)Nc2ccc(N3CCOCC3)cc2)cc1OC	11%	12%	132%	-19%	.	8%	?	1	.
15	COc1ccc(CCNC(=O)C2=CCN(S(=O)(=O)c3ccc(F)cc3)CC2)cc1OC	-9%	28%	3%	3%	1%	-7%	-6%	-4	6%
16	Cc1cc(-c2nnc(SCC(=O)NC3CC3)n2C(C)C)cs1	-2%	-2%	5%	-14%	-4%	-6%	-2%	-2	21%
17	O=C1NC(=S)NC1(c1ccccc1)c1ccccc1	2%	16%	-28%	-20%	.	-3%	.	-5	.
18	Cc1cc(C)cc(-n2ccnc2SCC(=O)Nc2ccc3c(c2)OCCO3)c1	-4%	-8%	450%[activator]	-12%	-4%	-13%	-3%	-2	?
19	O=C(NCc1ccc(Cl)cc1)c1ccc(CSCc2cccc(Cl)c2)o1	3%	-3%	-24%	-13%	66%[activator]	-21%[60.1 µM]	.	-8	-4%
20	CCN(CC)S(=O)(=O)c1cc(NC(=O)c2cc([N+](=O)[O-])ccc2N2CCOCC2)ccc1C	-2%	-34%	0%	-21%	?	-2%	40%	0	0%
21	CSc1nccc(NC(=O)c2cccc(Br)c2)n1	-6%	-2%[56.9 µM]	21%	-3%	-2%	-8%	-23%	-13	7%
22	O=C(NCCCN1CCOCC1)c1cc(-c2ccc(F)cc2)on1	2%	-3%	8%	6%	-6%	-6%	-3%	-7	4%
23	Cc1ccc2nc(COc3ccc(Cl)cc3)cc(=O)n2c1	-6%	-31%	-11%	-2%	-4%	-14%	2%	-6	-10%
24	CC(=O)c1ccc(S(=O)(=O)N(C)CC(=O)NCC2CCCCC2)cc1	-3%	2%	5%	0%	-4%	-8%	33%[12.4 µM]	-5	15%
25	CCc1ccc(C(=O)c2ccccc2C(=O)O)s1	-5%	11%	0%	-8%	-5%	1%	-6%	-4	1%

# New compounds follow.
no. | SMILES | ERG-DNA inh | RGS4 inh | ALOX12 inh | POLH inh | Apoferritin bind | POLK inh | APEX1 inh | LDHA inh | POLB inh
26 | CC(C)(C)c1ccc(C(=O)NCC(=O)OCC(=O)Nc2ccc3c(c2)OCCO3)cc1 | -9% | -11% | -2% | -20% | -9% | -12% | 8% | -1 | 20%
27 | CCOC(=O)CCCCC(=O)c1[nH]c(=O)[nH]c1CN1CCOCC1 | . | 6% | -5% | 4% | 3% | -5% | -1% | -6 | 1%
28 | CC(/C=N/NC(=O)c1ccco1)=C\c1ccccc1 | 5% | 3% | 1% | -18% | -10% | -2% | 0% | -2 | 9%
29 | Cc1ccc(C)n1-c1cc([N+](=O)[O-])ccc1-n1ccnc1 | -9% | -7% | 49%[activator] | -15% | -11% | 0% | 3% | 6 | 0%
30 | Cc1cc(NC(=O)CSc2nnc(Cn3c(=O)sc4ccccc43)n2-c2ccccc2C)no1 | -1% | 17% | 3%[57.4 µM] | -14% | -8% | -25% | -2% | -3 | -18%
31 | O=C(C1=C(O)C(=O)N(CCN2CCOCC2)C1c1ccc([N+](=O)[O-])cc1)c1cccs1 (centres undefined) | 16% | -32% | . | -18% | -7% | 6% | 4% | 8 | -26%
32 | Cc1ccoc1C(=O)NCCNc1ccc(Cl)cc1[N+](=O)[O-] | -7% | 15% | ? | -11% | -18% | -16% | -1% | -3 | 2%
33 | O=C(O)C1CCCCC1C(=O)Nc1ccc(F)c(F)c1 (centres undefined) | -3% | -18% | -21% | -8% | 2% | 3% | 1% | 2 | 2%

# Rewritten as labelled records: part of the list above.
28: CC(/C=N/NC(=O)c1ccco1)=C\c1ccccc1
  ERG-DNA inh: 5%
  RGS4 inh: 3%
  ALOX12 inh: 1%
  POLH inh: -18%
  Apoferritin bind: -10%
  POLK inh: -2%
  APEX1 inh: 0%
  LDHA inh: -2
  POLB inh: 9%

29: Cc1ccc(C)n1-c1cc([N+](=O)[O-])ccc1-n1ccnc1
  ERG-DNA inh: -9%
  RGS4 inh: -7%
  ALOX12 inh: 49%[activator]
  POLH inh: -15%
  Apoferritin bind: -11%
  POLK inh: 0%
  APEX1 inh: 3%
  LDHA inh: 6
  POLB inh: 0%

30: Cc1cc(NC(=O)CSc2nnc(Cn3c(=O)sc4ccccc43)n2-c2ccccc2C)no1
  ERG-DNA inh: -1%
  RGS4 inh: 17%
  ALOX12 inh: 3%[57.4 µM]
  POLH inh: -14%
  Apoferritin bind: -8%
  POLK inh: -25%
  APEX1 inh: -2%
  LDHA inh: -3
  POLB inh: -18%

# Going on with the list.
no. | SMILES | ERG-DNA inh | RGS4 inh | ALOX12 inh | POLH inh | Apoferritin bind | POLK inh | APEX1 inh | LDHA inh | POLB inh
34 | O=C(NC1CCCCC1)N1CCC(n2c(=O)[nH]c3ccccc32)CC1 | 10% | -11% | 13%[57.4 µM] | -11% | -5% | 17% | -6% | -1 | 24%
35 | O=C(CCCCCCC(=O)NCc1ccccc1)NCc1ccccc1 | -4% | -6% | 7% | -19% | -4% | -2% | -4% | -1 | 2%
36 | CCOc1ccc(-c2nnc3ccc(SCc4ccc(C(=O)OC)o4)nn23)cc1 | -6% | -19% | ? | -16% | -10% | -5% | 6% | 1 | -1%
37 | CCOc1ccc(/C=C(\C#N)C(=O)Nc2sc3c(c2C(=O)OC)C(C(=O)OC)CC3)cc1OC (centres undefined) | 9% | -93% | ? | 0% | 5% | -13% | . | -7 | 3%
38 | COc1cccc(/C=N/NC(=O)c2ccc3nc[nH]c3c2)c1O | -24% | 0%[11.4 µM] | -5% | ? | -5% | -25% | -6% | 3 | -30%
39 | O=C(Nc1cccc(Cl)c1)c1ccc(NCC2CCCO2)c([N+](=O)[O-])c1 (centres undefined) | 0% | 14% | 0% | 4% | -11% | -5% | 3% | -11 | 6%[57.1 µM]
40 | COc1ccc(CCNC(=S)N(C)C)cc1OC | -10% | 14% | ? | -2% | 0% | -5% | -1% | -5 | -1%
41 | COc1ccc(-c2sc3ccccc3c2C#CC2(O)CCCCC2)cc1 | 18% | 19% | ? | 1% | 90%[activator] | -5% | -18% | 9 | 3%
42 | C[C@H]1[C@H](C)CC[C@]2(C(=O)O)CC[C@]3(C)C(=CC[C@@H]4[C@@]5(C)C[C@@H](O)[C@H](O)C(C)(C)[C@@H]5CC[C@]43C)[C@H]12 | -3% | 1% | 4% | 7% | -5% | 10% | -10% | 3 | -17%
43 | Cc1ccc(-n2[nH]c(C)c(CCC#N)c2=O)cc1 | -11% | 11% | . | 0% | 3% | -8% | 12% | -8 | 27%

# Screening results (PubChem)
